MC4R antagonist = human MC4R antagonism in cAMP assay. MC4R-expressing cells, MTII-stimulated cAMP, LANCE TR-FRET. P32245. inhibition, % at 6.5 µM. hit rate 0.48% among 360,000. AID 540295;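 active = inhibition above its plate's cutoff, the mean of tested wells on that plate plus 3 SD, cut at about 29% in these data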;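 note: 0% = Melanotan II alone and 100% = Melanotan II plus saturating MCL0020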
Target sequence (P32245 whole entry, looked up): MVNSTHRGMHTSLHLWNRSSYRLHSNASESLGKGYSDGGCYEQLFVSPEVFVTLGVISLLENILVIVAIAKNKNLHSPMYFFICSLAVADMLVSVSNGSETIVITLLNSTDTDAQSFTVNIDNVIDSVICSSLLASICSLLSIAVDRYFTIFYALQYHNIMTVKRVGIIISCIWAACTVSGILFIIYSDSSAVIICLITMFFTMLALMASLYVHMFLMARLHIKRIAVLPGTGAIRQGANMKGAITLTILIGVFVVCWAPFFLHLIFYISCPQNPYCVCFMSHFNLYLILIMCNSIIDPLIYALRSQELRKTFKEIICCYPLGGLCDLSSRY
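Assay system: U2OS-MC4R stable cell line; Also added: Melanotan II; Technique: Eu-cAMP/anti-cAMP TR-FRET, emission 671 nm; Times: 30-min compound, 1-h challenge, 1-h detection, room temperature.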
ABCB6 inh MLPCN = inhibitors of human ABC transporter ABCB6. Q9NP58. fluorescence ratio to DMSO, % at 10 µM. hit rate 0.19% among 360,000. AID 602162. K562-ABCB6 porphyrin accumulation, flow cytometry, 1 h; stronger effect = lower value;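 active = fluorescence ratio to DMSO below 75%, the collection mean minus 3 SD; inconclusive = too few cells collected in the well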;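 note: signal is porphyrin accumulated inside mitochondria; 100% equals median channel fluorescence of DMSO control wells; lower ratio means ABCB6 inhibition with less porphyrin fluorescence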
NOD2-RIPK2 inh = blocks binding of human NOD2 to RIPK2; CHO BLA complementation NOD2-RIPK2, CCF4 ratio; inhibition, % at 4.98 µM; hit rate 0.38% among 360,000; O43353; in the data active = inhibition above about 21%;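 note: 0% = vehicle only and 100% = reference blocker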
H9c2 protect = myocardial damage modulation in H9c2 cells. H9c2 cardiomyocytes, H2O2 injury protection, ATPLite, 2 h. protection from H2O2 cell death, % at 20 µM. hit rate 0.63% among 360,000;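 active = compounds giving at least 50% protection of heart cells from peroxide-induced death in the single-dose screen, raw or plate-pattern-corrected value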;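 note: 0% = DMSO wells with peroxide and 100% = DMSO wells without peroxide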
Glyco luc inh = N-linked glycosylation inhibition; D54 ERlucT glycosylation luciferase reporter, 24 h; percent of 100 nM tunicamycin response; reporter increase, % at 12.5 µM; hit rate 0.23% among 360,000;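 active = mean luciferase reporter signal, scaled so untreated is 0 and the glycosylation-blocking control 100, at or above a set limit in every replicate; inconclusive = mean reaches the limit but not every replicate does; inactive = mean below the limit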;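 note: luciferase carries N-glycosylation sites so blocking glycosylation raises the light; 0% = median of neutral control wells and 100% = median of 100 nM tunicamycin wells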
ABHD5 PLIN5 PPI = blocks binding of human ABHD5 to perilipin-5; hit rate 0.78% among 360,000; Q00G26+Q8WTS1; Split G. princeps luciferase complementation, luminescence, 4 h; AID 602281; inhibition, % at 4 µM;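 active = inhibition above the mean inhibition across every tested compound plus 3 SD, cut at about 22% in these data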;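 note: 0% = DMSO only wells and the 100% control is not disclosed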
MC4R ag barr = agonists of human melanocortin 4 receptor (MC4R) beta-arrestin; U2OS MC4R beta-arrestin complementation, luminescence; percent of melanotan II response, DMSO zero; activation, % at 8.9 µM; P32245; hit rate 0.98% among 360,000;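 active = activation above a per-plate cutoff, the mean activation of sample wells on that plate plus 3 SD, cut at about 8% in these data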
NCOA2 inhibitor = human SRC2 (NCOA2) inhibition; HEK293 GAL4-SRC2 luciferase reporter, luminescence; hit rate 0.17% among 370,000; Q15596; AID 651957; inhibition, % at 9 µM;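 active = inhibition above the mean inhibition of all tested compounds plus 3 SD, set per campaign, cut at about 52% in these data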;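 note: 0% = DMSO treated cells and 100% = cells given Gossypol at 36 µM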
HTR2A ag = activates the mouse 5-HT2A serotonin receptor; P35363; CHO-K1 mHTR2A beta-arrestin complementation, luminescence; percent of 30 µM serotonin response; activation, % at 7.6 µM; hit rate 0.66% among 360,000; AID 624169;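 active = activation above a run cutoff, the mean activation of all tested compounds plus 3 SD, cut at about 14% in these data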;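 note: 0% = plate median of compound wells and 100% = 30 µM serotonin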
Target sequence (P35363 whole entry, looked up): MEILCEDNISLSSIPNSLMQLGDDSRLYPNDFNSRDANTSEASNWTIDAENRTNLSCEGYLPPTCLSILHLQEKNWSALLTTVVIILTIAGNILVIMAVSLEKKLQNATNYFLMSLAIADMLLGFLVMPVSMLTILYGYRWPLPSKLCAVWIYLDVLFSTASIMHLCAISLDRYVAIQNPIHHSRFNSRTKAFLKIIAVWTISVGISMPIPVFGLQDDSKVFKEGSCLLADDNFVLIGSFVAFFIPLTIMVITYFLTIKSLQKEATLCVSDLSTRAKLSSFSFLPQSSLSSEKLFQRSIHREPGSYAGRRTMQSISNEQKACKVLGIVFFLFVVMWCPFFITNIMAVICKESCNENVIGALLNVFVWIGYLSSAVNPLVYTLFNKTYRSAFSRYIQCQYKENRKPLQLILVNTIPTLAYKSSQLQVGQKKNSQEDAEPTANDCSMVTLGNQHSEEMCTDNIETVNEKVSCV
TLR9-MyD88 block = inhibitors of human TLR9-MyD88 binding. CHO BLA complementation TLR9-MyD88, CCF4 FRET ratio. AID 504734. Q9NR96+Q99836. inhibition, % at 4.98 µM. hit rate 0.21% among 340,000;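 active = inhibition above the mean over all tested compounds plus 3 SD, cut at about 21% in these data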;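 note: 0% = DMSO only wells and 100% = clavulanate BLA inhibitor control wells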
* = called active by the depositor; u = inconclusive; x = no result given.

SMILES	MC4R antagonist	ABCB6 inh MLPCN	NOD2-RIPK2 inh	H9c2 protect	Glyco luc inh	ABHD5 PLIN5 PPI	MC4R ag barr	NCOA2 inhibitor	HTR2A ag	TLR9-MyD88 block
CCOc1ccc(NC(=O)c2cccc(OC(=S)N3CCC(C)CC3)c2)cc1	4.2	99.0	10.7	-15.6	-2.0	-4.4	1.0	-34.4	-3.6	0.9
CCC(C)NC(=O)C1CCCN(C(=O)Nc2ccc(F)cc2)C1 (stereo not given)	-1.8	90.0	4.1	1.7	2.5	4.1	-0.1	10.8	-3.6	0.9
CCN(C(=O)COC(=O)/C(C#N)=C/c1cc(C)n(CCOC)c1C)c1c(N)n(Cc2ccccc2)c(=O)[nH]c1=O	2.1	100.0	-10.2	-4.5	0.0	-8.3	-1.3	-3.7	5.8	-10.7
O=C(CCS(=O)(=O)Cc1ccccc1)Nc1nncs1	-2.5	98.0	-9.9	5.4	-4.1	8.2	1.1	23.3	7.1	5.7
COc1cnc(SC)nc1Nc1ccc(C#N)cc1	-4.3	99.0	1.1	2.8	0.2	-2.3	0.8	-2.4	-7.6	-3.0
COc1ccc(C(=O)Cn2c(NCCCO)nc3ccccc32)cc1OC	-7.1	101.0	-4.8	13.9	-1.1	0.0	-2.0	18.2	-1.1	2.9
CCOc1ccc(S(=O)(=O)Nc2ccc3c(c2)n(C)c(=O)n3C)cc1	7.5	93.0	-2.3	-12.5	u	-4.2	-0.4	2.6	1.6	-2.8
COc1ccc(CNc2nc(-c3ccccc3)nn2C(=O)c2cccs2)cc1	5.3	100.0	5.5	-10.1	-1.2	1.2	-2.0	13.1	-3.4	2.6
COc1ccc(C(C)(NC(C)=O)c2nc(-c3cccnc3)cs2)cc1 (stereo not given)	5.7	96.0	-9.3	-1.5	-2.6	-7.8	1.7	10.5	-9.8	x
CCn1c(COc2ccc(C)cc2)nc2ccccc21	-2.5	96.0	-10.0	-9.5	-2.4	9.3	0.9	-78.1	8.8	-1.3
C=CCNc1nc(NC(C)(C)CO)nc(OCC)n1	-7.0	99.0	8.7	4.4	2.8	4.0	-0.1	-0.4	-4.0	0.9
O=C(O)c1ccc2c(=O)n(-c3ccccc3F)c(=S)[nH]c2c1	4.1	97.0	-0.3	3.7	0.6	-4.7	-1.0	-22.1	5.0	6.1
CS(=O)(=O)N(CC(=O)Nc1c(F)cccc1F)Cc1ccccc1	14.5	98.0	4.2	8.3	0.2	6.8	-0.8	-14.1	1.1	-9.0
Cc1ccc(NC(=O)CCC(=O)NNC(=O)COc2ccc([N+](=O)[O-])cc2)c(C)c1	10.4	96.0	2.4	3.0	1.8	2.7	-1.8	6.2	3.2	1.8
COc1ccc(N2C(=O)CCC(C(=O)N3CCCCC3)C2c2ccc(F)cc2)cc1 (stereo not given)	8.7	98.0	2.4	12.7	0.5	-1.2	-1.6	x	-1.2	0.2
COc1ccccc1NC(=O)CSC1=NCCN1	17.7	97.0	-1.6	-1.7	-0.3	-4.7	0.3	-6.2	-2.5	-5.0
O/N=C1\CCCCc2ccccc21	2.5	97.0	-5.7	-4.1	0.6	-2.6	0.6	9.7	2.4	-2.5
COC(=O)COc1nc(C)c2c(c1C#N)CC(C)(C)OC2	11.7	101.0	-6.1	5.2	1.1	-2.2	-0.7	-1.6	1.9	-2.1
Nc1ccc(SCC(=O)Nc2cccc([N+](=O)[O-])c2)cc1	-7.2	98.0	-6.3	12.4	-3.8	1.2	0.9	-17.0	-3.5	8.3
Cc1nnc2ccc(N3CCN(c4ccccn4)CC3)nn12	13.5	100.0	0.0	12.5	6.6	4.5	0.5	-5.1	7.3	-5.3

Entries of single compounds, looked up by structure:
COc1ccccc1NC(=O)CSC1=NCCN1 as listed: MC4R antagonist = 17.7; ABCB6 inh MLPCN = 97.0; NOD2-RIPK2 inh = -1.6; H9c2 protect = -1.7; Glyco luc inh = -0.3; ABHD5 PLIN5 PPI = -4.7; MC4R ag barr = 0.3; NCOA2 inhibitor = -6.2; HTR2A ag = -2.5; TLR9-MyD88 block = -5.0
COc1ccc(N2C(=O)CCC(C(=O)N3CCCCC3)C2c2ccc(F)cc2)cc1 (stereo not given) as listed: MC4R antagonist = 8.7; ABCB6 inh MLPCN = 98.0; NOD2-RIPK2 inh = 2.4; H9c2 protect = 12.7; Glyco luc inh = 0.5; ABHD5 PLIN5 PPI = -1.2; MC4R ag barr = -1.6; NCOA2 inhibitor = x; HTR2A ag = -1.2; TLR9-MyD88 block = 0.2

Other records follow.
SMILES	MC4R antagonist	ABCB6 inh MLPCN	NOD2-RIPK2 inh	H9c2 protect	Glyco luc inh	ABHD5 PLIN5 PPI	MC4R ag barr	NCOA2 inhibitor	HTR2A ag	TLR9-MyD88 block
Cc1ccc(Nc2nc(N3CCOCC3)nc(N3CCOCC3)n2)cc1Cl	9.7	93.0	-13.8	3.6	-10.9	5.2	-2.0	-11.3	-5.3	8.7
COc1ccc(S(=O)(=O)Nc2cc3c4c(c2)CCC(=O)N4CCC3)cc1C	8.5	103.0	-3.5	-5.7	3.8	3.6	-2.6	-2.7	-1.8	-4.5
COc1ccccc1C(=O)Nc1ccc2c(c1)C(=O)NC2=O	-2.8	97.0	5.7	45.7	3.0	-3.8	-1.0	-53.2	-1.5	9.9
O=S1(=O)CCN(Cc2ccc(Cl)c(Cl)c2)CC1	-3.0	97.0	-7.3	0.1	1.7	-1.0	0.5	-5.9	1.4	-11.6
Cc1ccc(NC(=O)CNc2ccc(OC(C)C)cc2)c(C)c1	2.1	106.0	2.7	-8.7	-0.1	1.6	0.2	-9.4	-3.9	2.3
CCOC(=O)N/N=C/c1cccc(Cl)c1Cl	6.7	95.0	8.4	-9.0	2.3	-0.7	-1.3	-17.2	-1.0	3.4
CCOC(=O)c1c(NC(=O)C(F)(OC)C(F)(F)F)sc(C(=O)N2CCCCC2)c1C (stereo not given)	18.3	93.0	1.2	8.4	-1.7	-3.8	0.6	0.2	-4.3	-4.8
CN(C)/C=N/c1ncc(C(=O)c2ccc(-c3ccccc3)cc2)s1	11.3	98.0	2.0	-18.4	1.0	2.6	0.4	-17.2	-2.5	-11.6
CCCS(=O)(=O)N1CCC(C(=O)Oc2ccc(OC)cc2)CC1	-1.3	96.0	1.5	-0.6	-0.6	4.7	-1.4	3.7	5.1	-3.3
COc1ccc(C(=O)OCC(=O)NC2CC2)cc1OC	2.9	106.0	-13.0	5.0	1.9	7.4	0.1	-12.2	3.5	-15.1
C=CCn1c(=O)[nH]c(=O)c2c(N)c(C(=O)c3ccc(OC)cc3)sc21	-8.1	93.0	-0.6	-5.1	-3.2	3.5	-2.4	12.3	1.2	0.2
Nc1nc(-c2ccccc2)nc2sc3c(c12)CCCC3	-3.8	100.0	1.5	-15.1	-5.6	3.2	-1.0	-34.5	1.0	0.4
COc1ccc(OC)c(/C=N/N=C2\SCC(=O)N2Cc2ccco2)c1	8.4	105.0	-2.4	-10.6	-3.7	1.3	-2.5	10.8	-2.2	-1.6
C=CCN1C(c2ccc(Br)cc2)=CS/C1=C(/C#N)c1nnc(N2CCOCC2)n1-c1ccccc1	20.5	96.0	-12.1	16.4	-3.7	-0.4	0.9	10.1	1.4	3.5
Cc1ccc(-c2noc(CN3CCN(C(c4ccccc4)c4ccccc4)CC3)n2)cc1	6.8	95.0	-11.7	-8.2	-1.7	-12.6	-0.9	-1.4	-5.8	-3.4
CN(C)S(=O)(=O)c1ccc(N2CCCC2)c(C(=O)NC2CCC(O)CC2)c1 (stereo not given)	5.2	98.0	2.0	4.0	2.2	-8.8	-4.4	-35.8	3.5	1.2
CC(C)(C)NC(=O)/C=C/c1cccc(C(F)(F)F)c1	-2.1	83.0	-14.8	3.5	0.8	-10.5	1.4	-41.2	-5.3	-13.1
CC1CCC(NC(=O)c2cnccn2)CC1 (stereo not given)	5.3	101.0	-2.4	-0.3	0.3	0.5	-1.6	-22.1	1.0	0.1
CC(=O)NC1CC2CCCC(C1)N2C(=O)Nc1cccc(C)c1 (stereo not given)	9.3	96.0	8.0	-3.0	0.8	-4.6	-0.9	10.5	6.0	4.6
CN(Cc1ccc(OCC(O)CN(C)Cc2ccccc2)cc1)Cc1nccn1C (stereo not given)	10.5	99.0	-1.7	1.5	-4.5	0.4	-2.0	3.8	1.6	1.5
Cc1ccc(S(=O)(=O)N2C[C@]3(O)C[C@@H]4C(=O)N(c5ccccc5)C(=O)[C@@H]4C[C@]3(OC(=O)NC3CCCC3)C2)cc1	12.4	97.0	-8.0	-4.6	0.7	1.8	1.3	-10.5	3.1	0.2
O=C(OCC(=O)N1CCc2ccccc21)c1ccccn1	13.1	99.0	-4.4	-4.7	-1.6	-1.5	-2.0	-8.4	1.2	5.6
CC(C#N)Sc1nnc(Nc2ccccc2)s1 (stereo not given)	1.8	99.0	-12.2	-7.0	-0.3	-1.5	-0.8	-19.8	-0.4	3.3
O=C(NCC1OCCc2ccccc21)c1ccc(NC(=O)c2ccccc2Cl)cc1 (stereo not given)	3.9	97.0	6.1	38.0	-5.5	4.4	-0.7	-21.5	-2.8	-8.2
O=C(NN1C(=O)C2C3C=CC(C3)C2C1=O)c1ccncc1 (stereo not given)	18.2	105.0	5.3	-0.5	3.0	-0.1	-1.4	11.6	-3.2	6.3
COc1ccc(N=c2cc(-c3ccc(O)cc3)oc3ccccc23)cc1	-17.0	106.0	0.3	-11.4	9.5	1.0	-2.0	-64.9	-3.3	2.1
Cc1ccc(-c2cnc(C(O)c3ccc(Cl)c(Cl)c3)[nH]2)cc1 (stereo not given)	0.4	95.0	-6.5	-7.0	-1.3	-0.4	6.5	-1.4	0.8	x
COc1ccc(-c2nnc3ccc(SC)nn23)cc1	5.6	104.0	-9.4	4.7	-3.3	1.9	-0.1	-12.7	-0.7	4.3
O=C(O)CC1SC(=Nc2cccc(O)c2)NC1=O (stereo not given)	-9.7	93.0	-14.8	2.3	0.1	0.0	-2.1	0.7	1.5	-1.9
CCOc1cc(C(=O)NCC(=O)N/N=C/c2sccc2C)cc(OCC)c1OCC	4.6	83.0	3.0	1.9	2.8	0.9	-2.5	-23.0	16.7*	6.2
COc1cccc2c(=O)cc(C)n(CC(=O)Nc3ccc(Br)cc3)c12	0.7	97.0	-4.6	-12.4	3.1	0.0	-2.7	1.7	0.2	-6.8
C[C@H](CO)N1C[C@H](C)[C@@H](CN(C)C(=O)c2cc(-c3ccccc3)on2)OCc2cn(nn2)CCCC1=O	7.0	100.0	1.0	14.5	-0.1	3.3	-0.5	-1.8	0.2	-1.9
CC(C)C[C@H](NC(=O)OC(C)(C)C)C(=O)NCC1CCC(C(=O)N[C@@H](Cc2ccccc2)C(=O)O)CC1 (stereo not given in full)	5.5	102.0	-14.4	-0.8	3.6	-8.4	-0.6	-18.6	-3.3	3.0
CC(C)CCc1noc(CN(CC2CCC2)CC2CCCO2)n1 (stereo not given)	0.3	101.0	-14.4	3.7	-1.0	1.1	1.1	-26.0	1.8	0.0
CCNc1ccc(S(=O)(=O)NCCN(C)C)cc1[N+](=O)[O-]	12.4	101.0	-3.7	9.1	2.3	-2.7	0.5	24.0	-4.6	0.8

Compound activity as filed in PubChem BioAssay.

This is a subset; the hit share may differ from the screen's.
